SRC3 TRFRET art – counter-screen for PPARgamma SRC-3 recruitment agonists: TR-FRET artefact. 0.39% of 99,000 active. TR-FRET ratio at 8 µM. PPARgamma/SRC-3 format; hits give high values. AID 1048; in the data active means TR-FRET ratio above about 2000; further: inactives centre near 1600; reference of the scale not given here
SRC1 TRFRET art – counter-screen for PPARgamma SRC-1 recruitment agonists: TR-FRET artefact | TR-FRET detection artefact counter-screen, emission ratio; hits give high values | AID 1051 | TR-FRET ratio at 8 µM | 0.34% of 99,000 active; in the data active means TR-FRET ratio above about 2300; further: inactives centre near 1800; reference of the scale not given here
* = called active by the depositor. This is a subset (hit frequency here may not be typical).

SMILES	SRC3 TRFRET art	SRC1 TRFRET art
Cc1cccc(OCCC(=O)Nc2ccc(C)c(S(=O)(=O)N3CCCCC3)c2)c1	1611	1927
COCCSc1nnc(NC(=O)C2CC(=O)N(c3ccc(C)cc3)C2)s1 (stereo not drawn)	1379	1540
COc1cccc(CCNC(=O)c2ccc(C#N)cc2)c1	1522	1972
Cc1ccc2nc(N(CCN(C)C)C(=O)/C=C/c3cccs3)sc2c1	1658	2045
Cc1nnn(C23CC4CC(CC(CC(=O)Nc5cccc(F)c5)(C4)C2)C3)n1	1747	1831
CCC(CC)c1nnc(NC(=O)c2ccco2)s1	1656	1817
CCOC(=O)c1ccc(NC(=O)Nc2ccccn2)cc1	1656	1912
N#Cc1c(Nc2ccc(F)cc2)sc(C(=O)c2ccccc2)c1N	1701	1798
COc1ccc(CNC(=O)C(c2ccncc2)N(C(=O)Cc2cccs2)c2ccccc2)cc1 (stereo not drawn)	1416	1689
Cc1cc(=O)oc2cc(OCC(=O)Nc3cccc(S(=O)(=O)N(C)C)c3)ccc12	1837	2075
CCOCCCNC(=O)c1ccc(N2CCCC2)c(NS(=O)(=O)c2ccc(C)cc2)c1	1497	1773
COCc1cc(C)nc(SCC(=O)Oc2ccccc2)c1C#N	1540	1808
O=C(CCCCCCCCC(=O)N/N=C/c1ccco1)N/N=C/c1ccco1	1559	2099
CCCC(=O)Oc1ccc2c(C)cc(=O)oc2c1	1510	2011
O=C(O)CCCCNS(=O)(=O)/C=C/c1ccccc1	1419	1672
Cc1nnc(NCc2n[nH]c(=O)c3ccccc23)c2ccccc12	1183	1673
COc1ccc(Cn2c(C)nnc2-c2cnn(C)c2N)cc1	1580	1814
CC(C)N(Cc1ccccc1)C(=O)COC(=O)/C=C/c1cnc2ccccc2n1	1463	1829
COc1cc2c(cc1OC)C(=O)N(C)CC2	1603	1918
O=C(Cc1c(F)cccc1Cl)N1CCOCC1	1360	1729
CCCn1c(SCC(=O)c2cc(C)n(-c3ccc4c(c3)OCO4)c2C)n[nH]c1=O	1668	1678
COc1ccccc1OCCC(=O)OCC(=O)NCc1ccc(Cl)cc1	1527	1840
CCC(C)NC(=O)COc1ccc(OCc2ccccc2)cc1 (stereo not drawn)	1682	1722
CCOC(=O)N1CCN(C(=O)/C=C/c2c(C)nn(-c3ccc(F)cc3)c2Cl)CC1	1590	2003
COc1ccc(-c2noc(-c3cccc(Cl)c3)n2)cc1OC	1504	1893
(list continues)
SMILES	SRC3 TRFRET art	SRC1 TRFRET art
COCCNC(=S)N(C)C1(c2ccccc2Cl)CCCCC1=O (stereo not drawn)	1597	1647
COc1cc(C)ccc1OCCOCCN(C)Cc1ccccc1	1712	1814
O=C(O)c1ccc(-c2nc(-c3ccc(Cl)cc3)cs2)cc1	1583	1753
CCn1c(C2CCN(S(=O)(=O)c3ccc(OC)cc3)CC2)n[nH]c1=S	1571	1672
NS(=O)(=O)c1ccc(NC(=O)COC(=O)c2c3c(nc4ccccc24)/C(=C\c2ccc4c(c2)OCO4)CCC3)cc1	1528	1821
Cc1cc(C(=O)Nc2ccc3c(c2)CCC3)c2ccccc2n1	1454	1609
Cc1ccc(C(=O)NCCc2ccc(S(=O)(=O)N3CCCC3)cc2)cc1	1782	1940
CN(CC(=O)Nc1ccccc1C(F)(F)F)C(=O)COc1ncnc2ccccc12	1599	1563
C/C(=C\c1ccccc1)CN1CCC(C(=O)N2CCCCC2)CC1	1835	2075
CC(=O)Nc1ncc(Cc2cccc(Cl)c2Cl)s1	1458	1575
Cc1nc(N)c(Cc2ccc(Cl)cc2Cl)c(N)n1	1715	2141
Cc1cc(C)c2c(N)c(C(=O)c3ccc(Cl)c(Cl)c3)sc2n1	1837	1983
C=CCNC(=O)COc1cc(C)ccc1C	1608	1686
Cc1cc(C)n(-c2ccc(C(=O)Nc3cccc([N+](=O)[O-])c3)cc2)n1	1364	1508
COc1cccc(C(=O)Nc2ccc(C3CC3(Cl)Cl)cc2)c1 (stereo not drawn)	1407	1712
Cc1ccc(-c2nn(-c3ccccc3)cc2C(=O)N2CCOCC2)cc1	1697	1830
Nn1c(Cc2ccccc2F)n[nH]c1=S	1609	1664
COc1ccc(CN(Cc2cc3cc(C)ccc3[nH]c2=O)C(=O)N(C)C)cc1	1594	1942
C=C(C)CNC(=S)Nc1cccc2cnccc12	1612	1939
Cc1ccccc1NC(=S)N(CCCN1CCC(C)CC1)Cc1ccco1	1543	1679
COCCNc1c(-c2ccc(OC)cc2)nc2ccc(Cl)cn12	1488	2071
Cc1nc2c(c(C)c1C#N)C(=O)c1ccccc1-2	1776	1648
CN1/C(=C\C(=O)c2cccs2)C(C)(C)c2ccccc21	1464	1791
Clc1ccc(CNc2cnccn2)cc1	1547	1474
O=C(NCc1ccccn1)NC1CCCCC1	1699	1828

Part of the list above in order of molecular weight, lowest first:
SMILES	SRC3 TRFRET art	SRC1 TRFRET art
C=CCNC(=O)COc1cc(C)ccc1C	1608	1686
Clc1ccc(CNc2cnccn2)cc1	1547	1474
Nn1c(Cc2ccccc2F)n[nH]c1=S	1609	1664
O=C(NCc1ccccn1)NC1CCCCC1	1699	1828
C=C(C)CNC(=S)Nc1cccc2cnccc12	1612	1939
Cc1nc(N)c(Cc2ccc(Cl)cc2Cl)c(N)n1	1715	2141
CC(=O)Nc1ncc(Cc2cccc(Cl)c2Cl)s1	1458	1575
Cc1cc(C(=O)Nc2ccc3c(c2)CCC3)c2ccccc2n1	1454	1609
COc1cc(C)ccc1OCCOCCN(C)Cc1ccccc1	1712	1814
COCCNc1c(-c2ccc(OC)cc2)nc2ccc(Cl)cn12	1488	2071
Cc1cc(C)n(-c2ccc(C(=O)Nc3cccc([N+](=O)[O-])c3)cc2)n1	1364	1508
Cc1ccc(C(=O)NCCc2ccc(S(=O)(=O)N3CCCC3)cc2)cc1	1782	1940
COc1ccc(CN(Cc2cc3cc(C)ccc3[nH]c2=O)C(=O)N(C)C)cc1	1594	1942
Cc1ccccc1NC(=S)N(CCCN1CCC(C)CC1)Cc1ccco1	1543	1679
NS(=O)(=O)c1ccc(NC(=O)COC(=O)c2c3c(nc4ccccc24)/C(=C\c2ccc4c(c2)OCO4)CCC3)cc1	1528	1821

Additional compounds:
SMILES	SRC3 TRFRET art	SRC1 TRFRET art
S=C(NCCCN1CCOCC1)N1CCN(c2nc(-c3ccc(Cl)cc3)cs2)CC1	1650	1871
N/C(=N\OC(=O)COc1ccccc1)c1ccccn1	1640	1550
Cn1c(=O)c2c(n(Cc3ccccc3)c1=O)NC(=O)C2CC(=O)N1CCc2ccccc2C1 (stereo not drawn)	1568	2002
Cc1ccsc1/C=C(\C#N)C(=O)Nc1c(C)n(C)n(-c2ccccc2)c1=O	1407	1715
CC(C)c1onc(C(=O)N2CCOCC2)c1[N+](=O)[O-]	1358	1771
C#CCNC(=O)C1=C[C@@H](c2ccc(Br)cc2)[C@H](CCCO)[C@@H](OCC)O1	1513	1685
COc1ccc(NC(=O)NCCN2CCN(c3cccc(Cl)c3)CC2)cc1	1430	1714
COc1cccc(COc2ncnc3sccc23)c1	1723	1807
Cc1cc([N+](=O)[O-])c2c(c1C)C1C=CCC1C(c1ccccn1)N2 (stereo not drawn)	1391	1578
O=C(CSc1cccc[n+]1[O-])Nc1cc2c(cc1Cl)C(=O)c1ccccc1C2=O	1416	1953
CCOc1ccc(/C=N/n2c(C)nnc2C)cc1OC	1612	1772
CCCc1nn(CCc2ccccn2)c(N)c1CC	1425	1617
CCC(=O)Oc1ccc2c(C)cc(=O)oc2c1C	1545	2002
O=C(Nc1ccc2ccccc2c1)[C@@H]1C[C@H]1[C@@H](NP(=O)(c1ccccc1)c1ccccc1)c1ccccc1	1502	1738
CCOC(=O)c1c(C)[nH]c(C(=O)C(C)Cl)c1C (stereo not drawn)	1563	1859
CCOC(=O)N/N=C/c1cn(Cc2ccccc2Cl)c2ccccc12	1595	1654
CCn1c(C)cc(/C=C2/NC(=O)N(c3ccccc3)C2=O)c1C	1406	1746
Cc1nn(-c2ccccc2)c2nc(-c3ccccc3)cc(C(=O)N3CCOCC3)c12	1787	1807
O=[n+]1cc(-c2ccccc2)n([O-])c2c1CCCCC2	1656	1995
O=C(NCCC1=CCCCC1)C(=O)NCC1OCCCN1S(=O)(=O)c1ccc(F)cc1 (stereo not drawn)	1491	1913
Cc1ccc(Oc2c(CO)c(-c3ccccc3)nn2C)cc1	1432	1670
O=C(c1cccc([N+](=O)[O-])c1)N1CCN(Cc2ccc3c(c2)OCO3)CC1	1494	1744
CCOC(=O)c1csc(NC(=O)c2ccc(C#N)cc2)n1	1449	1651
Cc1cccc(N(CC(=O)NCc2ccco2)C(=O)CCC(=O)Nc2ccccn2)c1	1563	1475
CCCCCCCCCCSc1n[nH]c(N)n1	1369	1555

Reprinted at random: two compounds from above.
SMILES	SRC3 TRFRET art	SRC1 TRFRET art
O=C(NCCC1=CCCCC1)C(=O)NCC1OCCCN1S(=O)(=O)c1ccc(F)cc1 (stereo not drawn)	1491	1913
COc1ccc(NC(=O)NCCN2CCN(c3cccc(Cl)c3)CC2)cc1	1430	1714

(continued)
SMILES	SRC3 TRFRET art	SRC1 TRFRET art
Cc1cc(C(=O)N2CCOCC2)ccc1[N+](=O)[O-]	1740	1794
Cc1cccc(Cc2nnc(CCC(=O)N(C)Cc3ccncc3C)o2)c1	1619	1962
CC(=O)Nc1ccc(S(=O)(=O)NCC2CCC(C(=O)NC(C)c3ccc4c(c3)OCCO4)CC2)cc1 (stereo not drawn)	1432	1655
CCOC(=O)NC(=O)/C(C#N)=C\NNc1ncc(C(F)(F)F)cc1Cl	1602	1880
COc1cc(OC)c(NC(=S)Nc2cccc(C)c2)cc1Cl	1450	1587
Cc1ccc(NC(=S)Nc2ccc3cn[nH]c3c2)cc1	1664	2009
COc1ccccc1N1CCN(c2ccc(N3C(=O)CCC3=O)cc2[N+](=O)[O-])CC1	1497	1946
COc1ccc(Cc2nnc(-c3cccc(C)c3)o2)cc1OC	1463	1536
Oc1ccc(-c2csc(Nc3ncccn3)n2)c(O)c1	1704	1865
Cc1oc(-c2cc(F)ccc2F)nc1CN1CCN(C)C(=O)[C@@H]1C	1497	1569
Cc1ccc(N2C(=O)C3C=NNC3C2=O)cc1 (stereo not drawn)	1557	1423
COc1ccc(OC)c(NC(=O)CCC(=O)N(Cc2ccc(OC)c(OC)c2)c2nccs2)c1	1620	1682
O=c1[nH]c(NC2CCCCC2)c([N+](=O)[O-])c(=O)[nH]1	1584	1581
Cc1ccc(CNC(=O)c2ccccc2SCC(=O)NCC2CCCCC2)cc1	1544	1646
Cc1cc(C)cc(NC(=O)C(OC(=O)C2=COCCO2)c2ccccc2)c1 (stereo not drawn)	1667	1814
O=C(c1cc(COc2ccc(F)cc2Cl)on1)N1CCC(OCc2cccnc2)CC1	1604	2026
O=C(CCCCl)Oc1ccc2cc(-c3ccc4ccccc4n3)c(=O)oc2c1	1498	1733
COc1ccccc1/C=N/NC(=O)c1ccc(N(C)S(=O)(=O)c2ccccc2)cc1	1658	1750
COC(=O)c1c(N)sc(Cc2ccccc2)c1C	1657	2138
Cc1ccc(CN(Cc2ccc(C)o2)C(=S)NCC(=O)O)cc1	1624	1870
O=C(O)CS(=O)(=O)CC(=O)NCc1cccc(C(F)(F)F)c1	1703	1887
C=CCN1C(C(=O)c2ccccc2)=C(OC(=O)COc2ccccc2)c2ccccc2S1(=O)=O	1584	1828
COc1cc(O)c2c(c1)OC(c1ccc(O)cc1)CC2=O (stereo not drawn)	1571	1895
Cc1onc(-c2ccccc2Cl)c1C(=O)NC(=S)NCc1cccnc1	1814	1670
COc1cc(NC(=S)NC2CC(C)(C)NC(C)(C)C2)cc(OC)c1	1590	1618
New compounds follow.
SMILES	SRC3 TRFRET art	SRC1 TRFRET art
CCCCNC(=O)CN(c1ccc(Cl)c(Cl)c1)S(C)(=O)=O	1513	1810
Cc1c(NC(=O)CSc2nnc(-c3ccncc3)o2)c(=O)n(-c2ccccc2)n1C	1442	1706
CCCC(=O)OCC(=O)Nc1ccc2c(c1)OCO2	1556	1779
CCN(CC)c1ccc(/C=N/Nc2nc3ccccc3[nH]2)cc1	1749	2289
COCCNC(=O)CCCn1c(=O)c2cc(OC)c(OC)cc2n(CC(=O)c2ccc(Cl)cc2)c1=O	1757	1915
Cc1ccccc1C(=O)c1c[nH]c(C(=O)N=CN(C)C)c1	1409	1716
CCN(CC)S(=O)(=O)c1ccc2c(c1)c(=O)c(C(=O)NCCN(C)CCc1ccccc1)cn2C	1595	1778
CO/N=C/C(C#N)=C/c1ccc(OC)cc1	1551	1662
Cc1ccc2cc(CCNC(=O)C(=O)c3c[nH]c4ccccc34)c(=O)[nH]c2c1	1654	1865
O=C(NCCCO)c1ccc2nc(-c3ccco3)c(-c3ccco3)nc2c1	1692	1793
C/C(CCC(C)C)=N\NC(=S)Nc1cc(S(=O)(=O)N2CCOCC2)ccc1N1CCOCC1	1477	1760
Cn1c(N)c(Sc2ccc(F)cc2)c(=O)n(C)c1=O	1476	1669
Cc1nn(-c2ccccc2)c(Cl)c1C(=O)NC1CCCCC1	1480	1634
CC(C)CC(c1nnnn1CC1CCCO1)N1CCN(C2CCCC2)CC1 (stereo not drawn)	1556	1328
CCCCOc1ccc(C(=O)N/C(=C/c2cccc([N+](=O)[O-])c2)C(=O)O)cc1	1573	1904
CC1CN(CC(=O)NN=C(c2ccccc2)c2ccccc2)CC(C)O1 (stereo not drawn)	1637	1902
CCCCn1c(Oc2ccc(C(=O)OC)cc2)nc2c1c(=O)n(C)c(=O)n2C	1715	2092
O=C(Nc1ccc(Cc2ccncc2)cc1)c1ccc(N2CCOCC2)c([N+](=O)[O-])c1	1464	1799
Cc1c(NC(=O)COC(=O)C2(c3ccc(F)cc3)CCCC2)c(=O)n(-c2ccccc2)n1C	1528	2017
O=C(O)c1cc(-c2ccc3c(c2)OCO3)nc2ccccc12	1505	1686
CC1CN(S(=O)(=O)c2ccc(C(=O)Nc3nnc(-c4ccccn4)o3)cc2)CC(C)O1 (stereo not drawn)	1502	1750
O=C(Nc1ccc(F)cc1)c1ccc(-n2cncn2)c([N+](=O)[O-])c1	1694	1922
CC(C)CCNC(=O)Cc1csc(-c2ccccc2)n1	1355	1615
